# Screens (PubChem)
# mHTT-CaM PPI inh – mutant huntingtin-calmodulin interaction inhibitors – biochemical, AlphaScreen, primary screen; P42858; AlphaScreen His-mHTT/GST-CaM binding, luminescence; inhibition, % at 15 µM; 190,000 tested, 3.6% active; AID 1671202, 2021;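 also: 0% = both proteins with DMSO and 100% = one protein alone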
# Target sequence (P42858 whole entry, looked up, stated change not applied): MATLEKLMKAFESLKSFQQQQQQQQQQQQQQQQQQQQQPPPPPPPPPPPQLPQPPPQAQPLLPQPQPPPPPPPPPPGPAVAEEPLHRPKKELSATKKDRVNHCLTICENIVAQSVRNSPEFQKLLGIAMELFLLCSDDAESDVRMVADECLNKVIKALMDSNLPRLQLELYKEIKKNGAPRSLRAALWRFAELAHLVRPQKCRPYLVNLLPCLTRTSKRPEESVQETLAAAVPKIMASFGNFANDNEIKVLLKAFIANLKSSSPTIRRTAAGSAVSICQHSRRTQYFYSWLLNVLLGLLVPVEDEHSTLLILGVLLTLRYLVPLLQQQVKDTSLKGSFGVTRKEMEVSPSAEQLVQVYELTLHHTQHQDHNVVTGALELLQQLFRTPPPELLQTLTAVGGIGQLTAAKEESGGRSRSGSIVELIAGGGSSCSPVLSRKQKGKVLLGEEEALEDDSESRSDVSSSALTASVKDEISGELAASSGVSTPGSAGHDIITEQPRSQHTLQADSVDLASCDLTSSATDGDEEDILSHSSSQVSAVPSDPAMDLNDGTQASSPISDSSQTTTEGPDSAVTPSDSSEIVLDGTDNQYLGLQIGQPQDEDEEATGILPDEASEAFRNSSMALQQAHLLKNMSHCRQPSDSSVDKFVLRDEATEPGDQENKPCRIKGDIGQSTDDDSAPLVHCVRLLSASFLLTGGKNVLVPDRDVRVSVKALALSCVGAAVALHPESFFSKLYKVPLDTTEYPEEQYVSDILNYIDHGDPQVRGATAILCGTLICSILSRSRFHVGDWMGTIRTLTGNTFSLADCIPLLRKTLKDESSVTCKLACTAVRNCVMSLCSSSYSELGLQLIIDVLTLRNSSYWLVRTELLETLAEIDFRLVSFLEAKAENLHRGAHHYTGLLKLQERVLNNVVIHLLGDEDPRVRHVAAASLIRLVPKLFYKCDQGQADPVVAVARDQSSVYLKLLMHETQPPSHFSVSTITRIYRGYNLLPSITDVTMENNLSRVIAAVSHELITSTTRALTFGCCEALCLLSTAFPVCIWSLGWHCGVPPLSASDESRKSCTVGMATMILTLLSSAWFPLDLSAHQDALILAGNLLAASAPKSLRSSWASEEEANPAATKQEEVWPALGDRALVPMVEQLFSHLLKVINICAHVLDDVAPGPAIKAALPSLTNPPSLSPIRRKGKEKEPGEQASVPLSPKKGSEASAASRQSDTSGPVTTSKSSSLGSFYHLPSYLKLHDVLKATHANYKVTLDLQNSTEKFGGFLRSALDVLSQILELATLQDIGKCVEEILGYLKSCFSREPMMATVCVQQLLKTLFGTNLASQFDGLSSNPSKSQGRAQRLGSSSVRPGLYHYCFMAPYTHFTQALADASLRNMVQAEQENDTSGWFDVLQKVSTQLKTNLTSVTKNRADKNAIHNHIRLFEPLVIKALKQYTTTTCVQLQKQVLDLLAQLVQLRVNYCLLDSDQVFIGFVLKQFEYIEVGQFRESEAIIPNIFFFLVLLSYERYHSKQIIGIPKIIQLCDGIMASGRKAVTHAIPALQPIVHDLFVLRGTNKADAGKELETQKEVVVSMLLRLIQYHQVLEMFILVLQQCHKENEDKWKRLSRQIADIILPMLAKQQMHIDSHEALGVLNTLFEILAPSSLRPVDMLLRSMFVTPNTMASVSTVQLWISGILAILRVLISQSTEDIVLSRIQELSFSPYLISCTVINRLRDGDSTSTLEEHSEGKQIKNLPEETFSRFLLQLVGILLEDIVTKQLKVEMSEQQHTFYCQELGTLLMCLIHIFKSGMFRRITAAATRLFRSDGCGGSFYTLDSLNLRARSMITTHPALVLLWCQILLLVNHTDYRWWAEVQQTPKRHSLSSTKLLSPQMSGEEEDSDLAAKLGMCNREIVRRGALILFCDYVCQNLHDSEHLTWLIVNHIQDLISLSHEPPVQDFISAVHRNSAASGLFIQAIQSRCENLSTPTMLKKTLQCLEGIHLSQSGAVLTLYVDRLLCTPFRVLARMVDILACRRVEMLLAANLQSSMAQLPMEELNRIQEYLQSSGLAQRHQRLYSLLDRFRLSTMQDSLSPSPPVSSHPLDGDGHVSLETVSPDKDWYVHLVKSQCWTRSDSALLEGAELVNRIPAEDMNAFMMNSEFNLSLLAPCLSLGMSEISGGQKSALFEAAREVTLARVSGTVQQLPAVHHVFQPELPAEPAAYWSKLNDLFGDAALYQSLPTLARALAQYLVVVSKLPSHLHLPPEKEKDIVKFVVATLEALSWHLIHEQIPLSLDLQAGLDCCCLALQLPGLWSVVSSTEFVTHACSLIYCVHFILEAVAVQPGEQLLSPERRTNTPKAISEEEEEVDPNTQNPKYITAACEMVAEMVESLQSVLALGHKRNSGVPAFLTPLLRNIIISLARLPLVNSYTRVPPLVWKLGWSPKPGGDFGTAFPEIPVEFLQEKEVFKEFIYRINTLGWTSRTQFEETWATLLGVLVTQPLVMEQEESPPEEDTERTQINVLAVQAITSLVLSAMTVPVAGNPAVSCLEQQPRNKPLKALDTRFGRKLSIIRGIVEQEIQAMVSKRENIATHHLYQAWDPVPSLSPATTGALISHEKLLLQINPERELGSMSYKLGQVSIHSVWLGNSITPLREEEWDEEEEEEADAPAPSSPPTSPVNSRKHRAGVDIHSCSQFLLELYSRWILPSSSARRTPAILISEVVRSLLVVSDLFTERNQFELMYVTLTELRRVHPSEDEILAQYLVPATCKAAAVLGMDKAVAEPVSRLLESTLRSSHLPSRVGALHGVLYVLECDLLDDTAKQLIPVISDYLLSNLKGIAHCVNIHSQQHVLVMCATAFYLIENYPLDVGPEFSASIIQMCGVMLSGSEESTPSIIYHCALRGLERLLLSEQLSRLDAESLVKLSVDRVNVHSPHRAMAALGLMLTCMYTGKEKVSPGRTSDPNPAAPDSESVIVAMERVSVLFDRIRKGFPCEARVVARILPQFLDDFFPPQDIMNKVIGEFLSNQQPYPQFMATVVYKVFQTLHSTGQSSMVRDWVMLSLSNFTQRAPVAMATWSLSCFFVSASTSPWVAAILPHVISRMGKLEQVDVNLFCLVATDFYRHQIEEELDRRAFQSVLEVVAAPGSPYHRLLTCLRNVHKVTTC
# Pf apPOL block – Pf-apPOL inhibitors, biochemical, fluorescence. Plasmodium falciparum apicoplast DNA polymerase (apPOL). Recombinant Pf-apPOL, molecular beacon fluorescence, 1.5 h. inhibition, % at 10 µM. 210,000 tested, 0.25% active
# The depositor's hits bear a star; / = no result given; & = joins results of further samples. Rule as the data show it: active = inhibition above about 50%; inactive = the rest.
canonical_smiles	mHTT-CaM PPI inh	Pf apPOL block
CCCCOc1ccc2c(=O)c(-c3ccccc3)coc2c1	-5	-1
CCN1C(=O)C(Cc2nc3ccccc3c(=O)n2-c2ccccc2)c2ccccc21 (stereo not given)	14	-1
COC(=O)C(Cc1ccc(Cl)cc1Cl)S(=O)(=O)c1ccc(Cl)cc1 (stereo not given)	/	-4&-1
Cc1cccc(N2CCN(C(=O)NC3CCCCC3)CC2)c1C	-1	-1
COc1ccc(C(=O)N(Cc2cccnc2)c2nc3cc(C)cc(C)c3s2)cc1OC	5	-4
O=c1[nH]cc(NCc2ccccc2)c(=O)[nH]1	/	0
COc1ccc(C2C(C#N)=C(N)Oc3n[nH]c(C)c32)cc1CN1CCOCC1 (stereo not given)	-5	4
O=C1NC(=O)/C(=C\c2ccc(OCc3ccccc3)cc2)S1	12	5
Cc1ccc(C(O)c2nccn2C)o1 (stereo not given)	-1	/
COCCCOc1ccnc(CS(=O)c2nc3ccccc3[nH]2)c1C (stereo not given)	/	4
CC(=O)N1CCCOC1c1ccc([N+](=O)[O-])cc1 (stereo not given)	-7	-1
O=C(Nc1cccc(Cl)c1)C1CCN(c2ncc(-c3ccccc3)cn2)CC1	-11	1
N=C1NC(=O)C(CC(=O)Nc2ccccc2Cl)S1 (stereo not given)	-3	-4
Cc1nnsc1C(=O)OCc1cc(F)cc(F)c1	/	4
O=C(O)CSCC(=O)Nc1cc(C(F)(F)F)ccc1Cl	/	-8
CCC(C)n1c(=N)c(C(=O)NC2CCCC2)cc2c(=O)n3ccccc3nc21 (stereo not given)	-5	3
CC1(C)CC(=O)c2cnc(NC3OC(=O)c4ccccc43)nc2C1 (stereo not given)	2	-6
CCOc1ccccc1OCCCN1CCNCC1	0	-4
O=C(Nc1cccnc1)C1CCCN(c2nnc3ccccn23)C1 (stereo not given)	1	-7
Cc1noc(C)c1C1CCCN1C(=O)Nc1ccc(F)c(Cl)c1 (stereo not given)	-9	2
COc1ccc(Cl)cc1NCN1C(=O)S/C(=C\c2ccccc2)C1=O	22	-7
CCc1c(C2CCN(C(=O)c3cc4ccccc4[nH]3)CC2)noc1N	39	-4
Cc1ccc(S(=O)(=O)N2CCC(n3c(-c4ccoc4)nc4cccnc43)C2)cc1 (stereo not given)	18	-2
CC(C)CC(=O)N(C)CCc1ccccn1	0	-5
O=C1OC(c2ccc(F)cc2)=C/C1=C/c1ccc(Cl)c([N+](=O)[O-])c1	15	0
CC1CN(C2=NC(=O)C(=C3CCCCC3)S2)CC(C)O1 (stereo not given)	-3&-3	-4
O=C(c1cccc2ccccc12)N1CCc2[nH]c3ccc(F)cc3c2C1	/	-4&-1
COc1cccc(CNCc2ccc(C(F)(F)F)cc2)c1OC	-5	3
Cc1scc2nc(C(=O)N3CCN(C)CC3)nc(N3CCC(C)CC3)c12	29	-1
CC(C)(C)c1ccc2oc(-c3cc(Cl)ccc3O)nc2c1	8	-6
Cc1ccc(-c2noc(Cn3ccnc3)n2)cc1	1	-2
O=C(NCc1ccccc1)N1CCCC(OCc2nc(C3CC3)no2)C1 (stereo not given)	-17	-2
O=C(O)CSCC(=O)Nc1ccc(N2CCOCC2)nc1N1CCOCC1	/	0&10
COC(=O)C=C(c1ccccc1)n1cnc2ccccc21	/	-6
Cn1cc(I)c(C(=O)n2cc(Br)cn2)n1	1	-2
Cc1ccc(S(=O)(=O)NC(=O)N(CCC#N)Cc2ccccc2)cc1	/	1
O=C(CSc1nc(-c2ccccc2)cs1)NCCc1ccccc1	-12	-10
O=C(Nc1ccc(Cl)c(Cl)c1)N1CCN(c2ncccc2C(F)(F)F)CC1	-8	-3
C/C(=C\C(=O)c1cccnc1)Nc1ccc(C)cc1	17	17
Cc1ccc(S(=O)(=O)N2CCc3c(nc(-c4ccc(F)cc4)[nH]c3=O)C2)cc1C	-9	1

# Some of these compounds in order of count of non-hydrogen atoms, lowest first.
canonical_smiles	mHTT-CaM PPI inh	Pf apPOL block
Cn1cc(I)c(C(=O)n2cc(Br)cn2)n1	1	-2
C/C(=C\C(=O)c1cccnc1)Nc1ccc(C)cc1	17	17
COC(=O)C=C(c1ccccc1)n1cnc2ccccc21	/	-6

# Remaining list, next part.
canonical_smiles	mHTT-CaM PPI inh	Pf apPOL block
CCc1ccc(NC(=O)c2c(C)sc3ncnc(N4CCCC4)c23)cc1	-3	-4
COc1ccc(C2CC(c3ccccc3Cl)Nc3nc(N)nn32)cc1 (stereo not given)	45	-5
Cc1ccc(NC(=O)c2ccc(-c3ccc([N+](=O)[O-])cc3)o2)cc1-c1nc2ncccc2o1	8	3
CCc1ccccc1NC(=O)N1CC2CCCN2c2ccccc21 (stereo not given)	79*	-1
Clc1ccc(C=Nc2ccc(Cl)cn2)cc1	-7	/
CC(C)N(C(=O)COC1C(C2COC3(CCCCC3)O2)OC2OC3(CCCCC3)OC21)c1ccccc1 (stereo not given)	10	-4
CC[C@@H](CO)Nc1cccc2c1S(=O)(=O)N(Cc1cn(Cc3cccc(F)c3)nn1)Cc1ccccc1O2	2	0
COc1ccc([N+](=O)[O-])cc1NC(=O)COc1ccc(C)cc1Br	-5	-21
CCOc1ccc2nc(SC)nc(C)c2c1	-2	-10
O=C(c1ccccc1)N1CCCc2cc(NS(=O)(=O)c3ccccc3Cl)ccc21	1	-8
O=C(c1cccs1)n1nnc2ccccc21	-3	-12
O=C(Cn1nnc(-c2cccc(Cl)c2Cl)n1)NNC(=S)Nc1ccc(Cl)c(Cl)c1	/	-347
CCOc1ccc(C2NC(=O)c3c(sc4c3CCCC4)N2)cc1OCC (stereo not given)	14	1
CN(C)CCNc1nc(C2CC2)nc2c1CCC2	-8	4
COc1ccc(/C=C2/N=C(c3ccccc3Br)OC2=O)c(OC)c1OC	28	-78
COc1cccc(NC(=O)CN2C(=O)C(c3ccc(C)cc3)=NC23CCCCCC3)c1	-4	-8
CCCCC(=O)Nc1c2c(nn1-c1ccccc1C)CS(=O)(=O)C2	3	72*
O=C1CCN(Cc2cccnc2)CCN1CCO	-1	-5
O=c1[nH]c(Nc2nc3ccccc3s2)nc2c1CCCC2	4	-2
O=S(=O)(NC1Cc2ccccc2C1)c1ccc(-c2csnn2)cc1	/	-7
Cc1ccc2n1CCN(C(=O)Nc1ccc3c(c1)OCCO3)C2C(C)C (stereo not given)	33	1
CC(Cc1ccco1)NC(=O)CSc1ccc(F)cc1 (stereo not given)	-8	-10
CCc1nc(Cn2ccnc2C)no1	0	4
Cc1ccc(C2CC(c3ccc(Cl)cc3)n3nnnc3N2)cc1C (stereo not given)	-1	-7
Cc1ccc(C)c(CN2C(=O)C3(OCCCO3)c3ccccc32)c1	-22	-7
COCCOc1cc2ncnc(N3CCC(C(=O)O)CC3)c2cc1OCCOC	/	-1
CC(C)(C)NC(=O)C1CC(=O)N(c2cccc(F)c2)C1 (stereo not given)	-7	-7
Cn1nc(CC(=O)Nc2ccc(Cl)c(C(F)(F)F)c2)c2ccccc2c1=O	3	-8
Cc1ccc(C=C2Oc3c(ccc(O)c3CN(C)C)C2=O)o1	9	2
O=C1CC(N2CCN(c3ccc(Cl)cc3)CC2)C(=O)N1c1ccccc1F (stereo not given)	-2	-17
O=C(Cc1ccc(NC(=O)COc2ccccc2F)cc1)NCc1cccs1	-12	-10
CC(C)CCSc1nc(O)cc(=O)[nH]1	6	-9
O=C(c1cccs1)N1CCN(CCN2C(=O)c3cccc4cccc(c34)C2=O)CC1	-12	1
COc1ccc(/C=C(\NC(=O)c2ccccc2)C(=O)N2CC3(C)CC2CC(C)(C)C3)cc1 (stereo not given)	3	-7
Cc1ccc(OCCn2c3ccccc3c3ccccc32)c([N+](=O)[O-])c1	2	-8
Cc1ccc(NC(=O)Cn2cnc([N+](=O)[O-])n2)cc1C	5	3
CCCOc1ccccc1/C=c1\sc2nc(-c3ccccc3)nn2c1=O	6	7
Cc1ccc(C(=O)N2CCC(CCNS(=O)(=O)Cc3ccccc3)CC2)cc1	44	-1
O=C1CC2(CCN(C(=O)NCc3ccc(F)cc3)CC2)Oc2ccccc21	-2	1
O=C1N=C(N2CCOCC2)S/C1=C\c1c(F)cccc1Cl	1	-1
O=c1c(NCc2ccc(Cl)cc2)nc2ccncc2n1Cc1ccccc1	0	0
Cc1ccc(NC(=O)CC2COc3ccccc3NC2=O)cc1C (stereo not given)	-4	0
CC1=C(C(=O)Nc2ccc(C)cc2)C2(CCCCC2)OC1=O	-2	10
N#Cc1c(NC(=O)c2cccnc2)sc2c1CCCCC2	-7	-8
O=C(NCCc1ccccc1)C1CCN(Cc2ccccc2)CC1	-1	9
CC1CCN(c2ncnc3c2sc2nc4c(cc23)COC(C)(C)C4)CC1	26	-3
C=CCc1cccc(C)c1OCCN1CCOCC1	-5	-3
Cc1ccc(C=C2Oc3cc(OC(C)C(=O)O)ccc3C2=O)o1 (stereo not given)	-7	1
CSc1nnc(-c2ccco2)n1-c1ccccc1	-3	-2
O=C(CSc1nnc(-c2cccnc2)n1-c1ccccc1)c1ccccc1	-7	-14
N#Cc1c(SCC(N)=O)sc2c(O)cc(=O)[nH]c12	5	/
CCCN1CCC(NCc2ccc(Cl)c(Cl)c2)CC1	-5	6
Cc1ccc(-n2nc3c(c2NC(=O)c2ccccc2[N+](=O)[O-])CSC3)c(C)c1	27	-7
Cc1cc(C(=O)N2CCN(c3ncccn3)CC2)nn1C	/	-4
COc1ccccc1-n1ccnc(NC(=O)c2cccc(C)c2)c1=O	1	-2
CCOc1ccc(NC(=O)c2ccc(F)c(S(=O)(=O)N3CC(C)CC(C)C3)c2)cc1 (stereo not given)	7	-1

# New compounds follow:
canonical_smiles	mHTT-CaM PPI inh	Pf apPOL block
O=C(Nc1ccc(O)c(-c2nc3ccccc3o2)c1)c1ccccc1	-2	-1
COc1ccc(C2=NN(C(=O)CN3CCCCC3)C(c3ccccc3F)C2)cc1 (stereo not given)	69*	-8
CN(CC(=O)NCc1cccnc1)S(=O)(=O)c1ccc2[nH]c3c(c2c1)CCCC3	21	-5
O=C(CN1CCN(c2ccc(F)c(F)c2)C1=O)NCC1CCCO1 (stereo not given)	-12	-3
CCC(C)(C)C(=O)Nc1ccc(S(=O)(=O)Nc2nccc(C)n2)cc1	5	-3
Nc1ccc(-c2nc3ncccc3o2)cc1	4	6
Cc1oc2c(c1C(=O)N1CCN(c3ccc([N+](=O)[O-])cc3)CC1)CCCC2	28&8	-6&-1
O=C1S/C(=C\c2ccccc2F)C(=O)N1CNc1ccc(Br)cc1	1	-2

# Next section; the last 5 above are carried over.
canonical_smiles	mHTT-CaM PPI inh	Pf apPOL block
O=C(CN1CCN(c2ccc(F)c(F)c2)C1=O)NCC1CCCO1 (stereo not given)	-12	-3
CCC(C)(C)C(=O)Nc1ccc(S(=O)(=O)Nc2nccc(C)n2)cc1	5	-3
Nc1ccc(-c2nc3ncccc3o2)cc1	4	6
Cc1oc2c(c1C(=O)N1CCN(c3ccc([N+](=O)[O-])cc3)CC1)CCCC2	28&8	-6&-1
O=C1S/C(=C\c2ccccc2F)C(=O)N1CNc1ccc(Br)cc1	1	-2
CN(Cn1c(=O)oc2cc(Br)ccc21)C1CCCCC1	2	-1
Cc1ccc(OCCCC(=O)Nc2ncn[nH]2)cc1	10	-4
O=C(CCC1CCCCC1)Nc1ccccc1Br	-10	-2
CC(Oc1ccc(Oc2ccc(C(F)(F)F)cc2)cc1)C(=O)NNc1cnc2ccccc2n1 (stereo not given)	/	-61
Cc1c(Cl)cccc1S(=O)(=O)NCC1CCN(C(=O)Nc2ccc(F)cc2)CC1	-6	-8
CC1(C)C2CCC1(C)C(OCC(O)CN1CCN(Cc3ccc(Cl)cc3)CC1)C2 (stereo not given)	100*	-4
COc1ccccc1N1CCN(CCNC(=O)Cc2cccs2)CC1	1	-5
COc1ccc(OCC(=O)N2CCC(C(=O)NCCc3cscn3)CC2)cc1	-3	-1
Cn1c(N2CCCC(C(=O)N3CCN(c4ccccn4)CC3)C2)cc(=O)n(C)c1=O (stereo not given)	-2	3
COc1cccc(C(=O)N2CCN(Cc3ccc(Cl)cc3)CC2)c1	6	-8
NC(=O)c1ccc(NC(=O)CC2CCCCC2)cc1	4	1
Cc1ccc(NC(=O)C2CCC(CNS(=O)(=O)c3cccs3)CC2)c(C)c1 (stereo not given)	4	4
CCC(C)NC(=O)c1oc(=O)c2ccccc2c1-c1ccccc1 (stereo not given)	-3	-2
O=C(Nc1cccc(Cl)c1Oc1ccc(S(=O)(=O)N2CCOCC2)cc1)C(F)(F)F	/	-5
N#C/C(=C\c1ccc(Br)cc1)c1nc(-c2cccs2)cs1	7	-8
CCCOc1cc(S(=O)(=O)NCCCn2ccnc2)ccc1Cl	6	-3
CC(/C=C/c1cccnc1)=C\C(=O)O	9	-6
O=C(O)CCNc1ncnc2ccc(Br)cc12	-5	-2
Cc1sc(N)nc1-c1c[nH]c2ccccc12	94*	-12
O=C1C(c2ccc(I)cc2)=C(O)c2ccccc21	/	10
Cc1cc(C2CCCN2C(=O)c2cc(-c3ccccc3F)no2)on1 (stereo not given)	-1	0
O=C(O)c1nnn(-c2ccc3c(c2)CCC3)c1-c1ccncc1	8	7
Cc1ccc(C(C)C)cc1OCCNC(C)C	-10	-5
CC1=C(C(=O)Nc2cccc(F)c2)C(c2ccc3c(c2)OCO3)C2=C(CC(C)(C)CC2=O)N1 (stereo not given)	4	-5
CCCN1C(=O)C(C)(C(=O)NC2CCCCCC2)Oc2cccnc21 (stereo not given)	-3	-2
O=S1(=O)c2ccc(N3CCC[C@@H]3CO)cc2O[C@@H]2CCN1C2	-6	-3

# Reprinted at random: two records from the list, in no set order.
canonical_smiles	mHTT-CaM PPI inh	Pf apPOL block
N#C/C(=C\c1ccc(Br)cc1)c1nc(-c2cccs2)cs1	7	-8
COc1ccc(C(=O)N(Cc2cccnc2)c2nc3cc(C)cc(C)c3s2)cc1OC	5	-4
